From PubChem
MITF TRPM1 inh: MITF TRPM1 promoter inhibition in SK-MEL-5 cells | SK-MEL-5 TRPM1 promoter luciferase, 24 h | inhibition, % at 12.5 µM | 330,000 tested, 0.83% active;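 active = mean inhibition across replicates of 60% or more, whatever share of single replicates reaches that level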; also: values of inactives mirror those of a sister screen read the other way
aDG glyco up: increases alpha dystroglycan glycosylation; Pro5-aDG cells, alpha-DG glycosylation AlphaScreen (IIH6); 0% Pro5, 100% B10-LARGE cell signal; 360,000 tested, 0.22% active; activation, % at 10 µM;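 active = activation of at least 8% versus controls, or a plate z-score of at least 8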;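 also: Pro5 are CHO cells carrying HIG-tagged alpha-DG that lacks glycosylation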
NR2E3 ag-1: human photoreceptor-specific nuclear receptor agonism; CHO-S Gal4-NCOR/VP16-NR2E3 two-hybrid, luciferase; Q9Y5X4; inhibition of corepressor binding, % at 3.98 µM; AID 602229; 360,000 tested, 0.35% active;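 active = inhibition above the mean of all tested compounds plus 3 SD, cut at about 70% in these data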;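 also: 0% = DMSO with NR2E3 transfected cells and 100% = cells lacking NR2E3 construct; higher means lower luciferase signal from less NR2E3 corepressor binding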
Target sequence (Q9Y5X4 whole entry, looked up, the tested form may be a part): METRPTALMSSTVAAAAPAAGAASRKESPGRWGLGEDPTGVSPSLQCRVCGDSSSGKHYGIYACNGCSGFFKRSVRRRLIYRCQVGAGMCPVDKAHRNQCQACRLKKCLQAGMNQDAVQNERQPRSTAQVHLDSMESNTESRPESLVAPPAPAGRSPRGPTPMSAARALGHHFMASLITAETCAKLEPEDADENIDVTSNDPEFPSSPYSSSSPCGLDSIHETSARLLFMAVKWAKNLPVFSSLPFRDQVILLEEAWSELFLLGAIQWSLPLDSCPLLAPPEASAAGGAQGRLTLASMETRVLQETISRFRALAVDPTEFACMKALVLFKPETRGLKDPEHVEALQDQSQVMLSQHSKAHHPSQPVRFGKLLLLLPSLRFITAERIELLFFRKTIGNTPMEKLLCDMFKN
iPSC survival up: enhancers of human iPSC single-cell survival; hiPSC single-cell survival, ATPlite luminescence; 100% = ROCK inhibitor wells, 0% = DMSO; survival enhancement, % at 20 µM; 360,000 tested, 0.044% active; AID 602274; in the data active = survival enhancement above about 18%;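 also: cells exposed to compounds for 16 hours before the ATP read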
Vif imaging: HIV Vif inhibition; HEK293T cells, Vif self-association by quenched fluorescence, imaging, 24 h; inhibition, % at 7.49 µM; 340,000 tested, 0.35% active; in the data active = inhibition above about 50%, passing the limit was not always enough; also: some results filed as inactive read as strong as hits
Peg3 promoter: Peg3 promoter activity inhibition; HeLa PEG-Prom luciferase reporter, luminescence, overnight; inhibition, % at 20 µM; 360,000 tested, 1.7% active; AID 588405;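 active = inhibition of at least 50% at 20 µM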
NR2E3 ag-2: agonists of human nuclear receptor NR2E3 | Q9Y5X4 | GST-NR2E3/biotin-RetCOR TR-FRET, 1536-well | inhibition of corepressor binding, % at 4.78 µM | 320,000 tested, 0.12% active | AID 2300;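 active = percent inhibition above the cutoff of mean plus 3 SD of all tested compounds, set per screening campaign, cut at about 20% in these data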;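 also: 0% = DMSO wells and 100% = biotin wells as full block of FRET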
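Material: NR2E3–RetCOR corepressor complex / Amount: 1.35 nM GST-NR2E3 / Medium: Tris pH 7.5 / Compound: single nominal compound dose of 4.8 µM / Incubation: 5 h at 4 °C / Technique: TR-FRET, Eu(K)-anti-GST donor, streptavidin-D2 acceptor, ex 340, em 617/671 nm / Read-out basis: percent loss of FRET ratio relative to control wells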
HIF-2a inh: blocks HIF-2a reporter activity | 786-0 RCC cells HIF-2a reporter, luciferase luminescence, overnight | inhibition, % at 18.8 µM | 360,000 tested, 0.72% active;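 active = inhibition of the luminescence signal of 40% or more relative to plate controls, in a single-dose primary screen at 18.75 µM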
PDI turbidity: PDI (human) enzyme inhibition; PDI insulin aggregation turbidity, A650, 90 min; inhibition, % at 10 µM; 350,000 tested, 0.052% active; AID 588391;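 active = mean inhibition across replicates of 30% or more, whatever share of single replicates reach that level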;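 also: absorbance from insulin aggregation driven by PDI reduction with DTT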
Target sequence (P07237 whole entry, looked up): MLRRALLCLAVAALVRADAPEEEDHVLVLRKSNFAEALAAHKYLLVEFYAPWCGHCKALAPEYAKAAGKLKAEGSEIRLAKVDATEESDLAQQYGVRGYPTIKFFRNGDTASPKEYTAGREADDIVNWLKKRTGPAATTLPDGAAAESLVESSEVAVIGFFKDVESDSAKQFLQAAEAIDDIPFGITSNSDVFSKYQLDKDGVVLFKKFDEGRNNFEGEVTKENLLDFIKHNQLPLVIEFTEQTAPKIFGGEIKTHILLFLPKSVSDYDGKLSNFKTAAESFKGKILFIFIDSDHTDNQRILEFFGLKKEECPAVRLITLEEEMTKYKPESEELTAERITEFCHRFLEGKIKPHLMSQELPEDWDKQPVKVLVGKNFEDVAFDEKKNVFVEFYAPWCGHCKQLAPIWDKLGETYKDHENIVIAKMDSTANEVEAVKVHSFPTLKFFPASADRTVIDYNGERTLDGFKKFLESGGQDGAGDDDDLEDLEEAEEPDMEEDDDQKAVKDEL
Exocytosis inh: blocks lytic granule exocytosis; TALL-104 LAMP-1 surface exposure, flow cytometry; cells stimulated with thapsigargin and PMA; inhibition, % at 10 µM; 360,000 tested, 0.66% active; AID 651702;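 active = inhibition above about 55%, limit read from the data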
CaV13 FRET inh: Primary screen for inhibitors of IQ motif and Ca2+-dependent inactivation inhibitor domain binding in CACNA1D, Förster resonance energy transfer in living cells, …. HEK cells, CFP/YFP FRET ICDI-IQ, plate reader, 10 min; percent FRET-ratio fall versus neutral wells. inhibition, % at 12.3 µM. 340,000 tested, 0.098% active;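 active = mean replicate inhibition of at least 30% and at least 1% of replicates passing that level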;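 also: 0% = median of the neutral control wells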
The depositor's hits bear a star; / = not tested or not shown.

Structure	MITF TRPM1 inh	aDG glyco up	NR2E3 ag-1	iPSC survival up	Vif imaging	Peg3 promoter	NR2E3 ag-2	HIF-2a inh	PDI turbidity	Exocytosis inh	CaV13 FRET inh
CCCCC[C@@H]1C=C(C(=O)O)[C@H](c2cccc(C)c2)N1S(=O)(=O)c1ccc(C)cc1	-1	0.2	24	-1.5	/	12	/	11	-3	0	-3
CCOC(=O)COc1ccc(C(=O)CC)cc1OC	8	-0.2	-1	-2.2	10	-9	-2	6	-3	-1	-2
Cc1ccc(Nc2nc(-c3ccccc3)c(CC(=O)O)s2)cc1	-45	-0.2	-85	-0.5	-4	-140	-1	-252	2	-1	-5
COc1cc(OC)cc(-c2cc(NC(C)=O)n[nH]2)c1	/	0.5	-8	-1.5	-4	-4	4	-20	/	-2	-2
O=S1(=O)CCN(C(CO)c2ccccc2)CC1 (stereo not given)	2	-0.1	-23	0.5	1	-1	-1	10	-4	-2	12
COc1ccccc1OC(C)C(=O)Nc1ccc2c(c1)OCCO2 (stereo not given)	-2	0.0	-11	0.9	-5	-20	4	-48	8	-1	-4
C=CCOC(=O)C1=C(C)N=C2SCCC(=O)N2C1c1cccs1 (stereo not given)	-1	-0.2	-14	1.5	-2	0	-1	6	19	-1	/
S=C(NCCc1ccccc1)NC1CCCCCC1	-75	1.1	-104	0.7	-14	-256	2	-184	-5	0	/
O=C(CSc1ncn[nH]1)Nc1nc(-c2ccccc2)cs1	1	-0.1	0	2.6	-11	-7	-4	-60	-7	-2	-4
Cc1ccc(S(=O)(=O)Nc2cccc(C(=O)NCC(c3ccco3)N(C)C)c2)cc1F (stereo not given)	0	0.1	2	0.3	0	-11	1	-2	-1	2	-13
Cc1sc2ccccc2[n+]1CC(=O)c1ccccc1	-23	-0.2	-21	-0.6	16	-4	1	4	2	22	/
CCN(CC)c1ccc(/C=N/NC(=O)c2nnn(-c3nonc3N)c2CN(C)C2CCCCC2)cc1	/	0.0	-14	2.5	6	-7	/	-15	-2	-8	-11
Cc1cc(C)c(OCC(=O)N(Cc2cccs2)C2CCS(=O)(=O)C2)c(C)c1 (stereo not given)	-12	0.0	2	-0.2	-18	1	4	7	6	10	-4
Cc1nc(NC(=O)COC(=O)C(C)NC(=O)c2ccccc2)c(Cl)cc1Cl (stereo not given)	-8	0.0	1	1.2	8	10	2	11	12	5	-6
Cc1ccccc1C(=O)NCCOc1ccccc1Cl	-69	0.0	-115	0.1	6	-230	7	-189	10	-1	-4
COc1ccccc1NC(=O)Cc1cccc2ccccc12	-16	0.5	-21	1.9	23	20	-1	11	9	-2	-5
CCOc1ccc(-c2cc(C(=O)N/N=C/c3ccc(O)cc3)c3ccccc3n2)cc1	10	0.0	-74	-0.7	14	-114	-2	-104	1	8	-5
O=C(c1ccc(Br)o1)N1CCN=C1SCc1cccc(F)c1	-34	-0.1	-11	1.8	11	-14	5	-19	-5	0	-13
Cc1cccc(N2CCN(C(=O)c3cc(S(=O)(=O)N4CCCC4)cn3C)CC2)c1C	/	0.6	28	-2.6	9	11	0	1	/	5	-9
O=C1CCc2cc(S(=O)(=O)N3CCN(Cc4ccc5c(c4)OCO5)CC3)ccc2N1	-8	-0.1	-5	0.0	/	4	1	4	-6	-2	-7
O=C(c1ccco1)N(CCC(c1ccccc1)c1ccco1)Cc1ccccc1 (stereo not given)	5	-0.3	12	0.1	2	24	2	12	-9	-5	8
COc1ccc(CN2C[C@]3(CO)O[C@@H](CO)C[C@@H]3S2(=O)=O)cc1	-3	-0.2	-14	-0.6	4	-9	/	6	8	2	-10
CC(C)CCN1CCNC(=O)C1CC(=O)Nc1ccc(F)cc1 (stereo not given)	3	0.0	13	4.0	-17	10	-1	18	-3	-8	-4
C=CCNC(=S)NNC(=O)c1cccn(Cc2ccc(Cl)c(Cl)c2)c1=O	-6	0.1	15	3.7	0	13	0	18	3	1	-5
COc1cc(O)sc1C=Nc1ccc(Cl)cc1	-10	-0.7	-72	-0.4	-5	-150	5	-110	0	32	-2
O=C(NC1CCN(S(=O)(=O)c2cccc(F)c2)CC1)c1cccc(F)c1	3	0.0	8	0.0	12	6	/	-1	-5	-3	-20
COc1ccc(C(=O)NC(C)c2ccccc2)cc1Br (stereo not given)	6	0.0	6	0.3	6	13	-1	2	1	0	4
COc1cc(CC(=O)NCc2ccccn2)cc(OC)c1OC	2	0.1	3	-1.3	-4	13	1	5	0	0	/
CN(Cc1ccccc1)C(=O)CNC(=O)Cn1cnc2ccccc2c1=O	2	-0.1	-17	1.7	2	7	-1	17	2	5	-7
CC(OC(=O)CCCCCN=C1NS(=O)(=O)c2ccccc21)C(=O)Nc1cc(Cl)cc(Cl)c1 (stereo not given)	-13	0.2	0	2.8	2	8	-2	17	4	1	-2

Reprinted from the results shown, two compounds:
Structure	MITF TRPM1 inh	aDG glyco up	NR2E3 ag-1	iPSC survival up	Vif imaging	Peg3 promoter	NR2E3 ag-2	HIF-2a inh	PDI turbidity	Exocytosis inh	CaV13 FRET inh
O=C(c1ccco1)N(CCC(c1ccccc1)c1ccco1)Cc1ccccc1 (stereo not given)	5	-0.3	12	0.1	2	24	2	12	-9	-5	8
COc1ccc(CN2C[C@]3(CO)O[C@@H](CO)C[C@@H]3S2(=O)=O)cc1	-3	-0.2	-14	-0.6	4	-9	/	6	8	2	-10

(listing goes on)
Structure	MITF TRPM1 inh	aDG glyco up	NR2E3 ag-1	iPSC survival up	Vif imaging	Peg3 promoter	NR2E3 ag-2	HIF-2a inh	PDI turbidity	Exocytosis inh	CaV13 FRET inh
Cc1ccc(Cn2c(C(C)Nc3nc(-c4ccc(F)cc4)cs3)nc3cc(Cl)c(Cl)cc32)cc1 (stereo not given)	13	1.2	-23	-2.9	/	16	0	-30	5	-5	-12
CCN(CC)CCNC(=O)/C(=C/c1cn(CC)c2ccccc12)NC(=O)c1cc(OC)c(OC)c(OC)c1	-19	0.9	1	0.7	-2	12	0	4	0	-3	0
O=C(NC1CC1)c1cccc2c1C(=O)c1ccc(N3CCC(Cc4ccccc4)CC3)cc1S2(=O)=O	16	0.2	-20	-2.6	2	26	/	15	1	-3	-40
COc1ccc(N2CCN(CCNC(=O)CCN3C(=O)COc4ccccc43)CC2)cc1	3	-0.1	0	0.1	-2	3	3	22	-6	5	-8
O=C(NCc1ccc2c(c1)OCO2)NC12CC3CC(CC(C3)C1)C2	4	0.6	-31	-0.6	-5	2	-2	-1	-6	2	/
COc1ccc2nc(NC(=O)c3cccs3)sc2c1	/	-0.1	-91	-0.4	22	-232	0	-248	0	-2	-16
CCOC(=O)C1CCN(C(=O)c2ccc(Cl)c(Cl)c2)CC1	2	-0.1	-15	-1.4	-1	11	-1	2	-2	-3	-5
O=C1CN(C(=O)COC(=O)c2cccs2)c2ccccc2N1	-3	-0.2	-9	-0.5	-4	4	0	4	-10	-2	-3
COCCNC(=O)/C(C#N)=C/c1cc(C(C)C)c(OC)cc1C	0	0.4	-12	-1.2	1	-5	2	11	1	-1	-4
COc1ccccc1NC(=O)CS(=O)(=O)c1cn(CC(=O)N2CCCC2)c2ccccc12	11	0.3	27	-0.2	1	-9	-2	10	-1	-2	-6
CCc1c(C)sc(NC(=O)/C=C/c2ccc3c(c2)OCO3)c1C(=O)OC	0	-0.3	-36	1.0	-6	4	-3	-53	-7	1	-23
COc1ccccc1-c1nnc(SCC(=O)N2CCCCC2)o1	-13	0.3	-33	-0.3	-39	-42	-2	-76	5	-1	-6
COc1ccc([N+](=O)[O-])cc1N(CC(=O)N1CCOCC1)S(C)(=O)=O	-2	0.8	-1	-0.1	1	3	0	6	5	-6	-4
O=C(O)COc1ccccc1C(Nc1ccccn1)c1cc(Cl)c2cccnc2c1O (stereo not given)	11	-0.3	-14	0.3	1	-3	5	15	7	0	-18
COc1ccc(/C=N/Nc2nc3ccccc3c(=O)n2-c2ccccc2)cc1OC	-57	-0.1	-20	-2.3	-9	-116	1	-181	2	-3	-2
O=C(CC(Nc1ccccc1)c1ccc(F)cc1)c1ccccc1 (stereo not given)	-28	0.1	-5	-2.4	/	-68	0	-51	0	-5	-9
O=C(COC(=O)C1CC(=O)N(Cc2ccccc2)C1)Nc1ccc2c(c1)OCO2 (stereo not given)	8	0.1	-27	5.6	11	4	2	15	0	0	-4
COc1cc(/C=N/N2CCN(Cc3ccc(C)cc3)CC2)cc(OC)c1O	4	-0.1	6	-0.3	4	8	-3	24	-2	15	-21
O=C(NCc1ccc(Cl)cc1)c1ccc(-c2ccccc2C(F)(F)F)o1	-3	0.1	26	-1.9	-1	-2	2	-8	0	-3	-11
COc1cccc(CN(C)C(=O)CCN=C2NS(=O)(=O)c3ccccc32)c1OC	2	0.1	-9	-0.3	-9	-1	2	5	10	-1	-6
Cc1cc(Cl)c(OCCCN(C)C)c(Br)c1	-1	0.3	-6	-0.9	-8	5	2	23	-4	4	-4
COC(=O)C1=C(C)N(Cc2ccccc2)C(=NCc2cccc(Cl)c2)N[C@H]1c1ccccc1	11	1.5	3	-2.3	7	101*	/	-1	-2	6	/
O=C(CCNS(=O)(=O)c1ccccc1)N1CCN(C(c2ccccc2)c2ccccc2)CC1	12	-0.1	8	0.6	11	42	-2	24	-2	0	-7
COc1ccc(NC(=O)C(=O)NNC(=O)c2cccs2)cc1	-5	0.2	-32	-1.2	32	-36	1	-44	-4	-1	-6
COc1cccc(CNC(=O)CN2C(=O)COc3ccc(S(=O)(=O)N4CCC(C)CC4)cc32)c1	3	0.2	4	-0.5	0	37	0	9	1	-2	-3
CC(C)(CNc1ccc(C(F)(F)F)cc1[N+](=O)[O-])N1CCOCC1	18	0.0	-34	0.1	-7	12	2	6	-4	0	-5
Cc1ccc(S(=O)(=O)N(C)C)cc1NC(=O)CN1C(=O)NC2(CCCCCCC2)C1=O	-1	-0.4	-5	0.8	/	12	3	14	-9	-7	-3
Cc1[nH]n(-c2cccc(Cl)c2)c(=O)c1C=NCc1ccco1	-103	0.4	-102	2.4	-1	-273	4	-271	9	-3	21
Cc1cc(C)n(C(N)=NC(=O)c2ccccc2)n1	/	-0.3	-90	1.9	-5	-257	/	-216	0	-3	-18
COc1ccc(CNC(=O)Cn2cccc2C(=O)c2ccccc2C)cc1	-63	0.0	-59	-0.4	-1	-178	2	-165	10	16	-2
O=C(COC(=O)c1ccc(S(=O)(=O)N2CCCCC2)cc1)NC1CCCCC1	/	-0.2	-10	1.6	/	1	/	8	7	-7	-13
COc1ccc(CNC(=O)CN2C(=O)NC(C)(c3cccc4ccccc34)C2=O)cc1OC (stereo not given)	-1	-0.1	-28	0.9	0	20	2	12	10	-2	-2
COc1cc(OC)c(C(=O)OCC(=O)NC2CCCC2)cc1OC	1	0.0	6	0.6	/	-2	2	8	1	4	-5
Fc1ccc(-c2nc3c4ccccc4ccn3c2CC2CCCCC2)cc1	/	4.4	-44	-2.7	/	-46	/	-128	/	-8	-7
